Bcl-B Bim block = human Bim-Bcl-B interaction inhibition | Q9HD36 | bead-based flow cytometry, Bim peptide-Bcl-B binding | inhibition, % at 10 µM | 190,000 compounds, 0.073% hits;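 note: 0% = tracer peptide without compound and 100% = reference inhibitor peptide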
Bcl-W Bim block = inhibitors of Bim-Bcl-W interaction, human. Q92843. bead-based flow cytometry, Bim peptide-Bcl-W binding. inhibition, % at 10 µM. 190,000 compounds, 0.02% hits. AID 952;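 note: 0% = bound tracer without compound and 100% = peptide blocker; higher means less fluorescent Bim peptide bound to Bcl-W beads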
Target sequence (Q92843 whole entry, looked up): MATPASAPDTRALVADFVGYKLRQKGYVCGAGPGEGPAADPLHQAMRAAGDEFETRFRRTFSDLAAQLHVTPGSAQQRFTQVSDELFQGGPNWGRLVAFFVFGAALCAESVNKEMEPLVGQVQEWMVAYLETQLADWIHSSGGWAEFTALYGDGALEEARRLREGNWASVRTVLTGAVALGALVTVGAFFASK
RGS7-Gao reg = regulators of human RGS7-Galphao interaction; 220,000 compounds, 0.35% hits; AID 1439; Multiplexed bead flow cytometry, RGS7-Galphao binding; actives lie on both sides; P09471; binding response (% of control), % at 10 µM; in the data active = binding response below about 49% or above about 150%; inconclusive = no clear call, values can overlap the other calls; inactive = in between;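 note: fluorescent Galphao held in activated GDP-AlF4 state binding bead-coupled RGS7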
Target sequence (P09471 whole entry, looked up): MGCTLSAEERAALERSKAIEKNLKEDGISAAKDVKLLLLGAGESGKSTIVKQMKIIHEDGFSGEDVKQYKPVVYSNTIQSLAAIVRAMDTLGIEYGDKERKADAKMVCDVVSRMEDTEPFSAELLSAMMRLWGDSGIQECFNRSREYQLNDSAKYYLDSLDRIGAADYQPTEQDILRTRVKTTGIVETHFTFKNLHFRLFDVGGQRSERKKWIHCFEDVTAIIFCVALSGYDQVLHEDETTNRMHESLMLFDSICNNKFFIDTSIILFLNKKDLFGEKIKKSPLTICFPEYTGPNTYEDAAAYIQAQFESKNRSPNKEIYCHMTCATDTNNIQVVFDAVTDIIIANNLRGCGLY
Bim-Mcl-1 = inhibitors of Bim-Mcl-1 interaction, human; 190,000 compounds, 0.1% hits; AID 1009; Bead-based flow cytometry, Bim peptide-Mcl-1 binding; Q07820; inhibition, % at 10 µM;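 note: 0% = no compound tracer wells and 100% = peptide blocker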
RGS8-Gao reg = human RGS8-Galphao interaction regulation; multiplexed bead flow cytometry, RGS8-Galphao binding; actives lie on both sides; response (percent of control binding), % at 10 µM; 220,000 compounds, 0.34% hits; AID 1423; in the data active = response below about 60% or above about 140%; inactive = in between;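 note: Galphao activated as the GDP aluminium fluoride complex binding bead-coupled RGS8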
ABCG2 block = inhibitors of human ABCG2 transporter, ABCB1 counter-screen | 190,000 compounds, 0.1% hits | AID 1325 | IgMXP3 cells, JC-1 efflux, flow cytometry | inhibition, % at 6.6 µM | Q9UNQ0;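 active = inhibition above 80%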;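 note: 0% = DMSO and 100% = nicardipine control wells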
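Test system: IgMXP3 (ABCG2) plus far-red-tagged CCRF-Adr (ABCB1) cells. Reagent: JC-1 dye as substrate. Timing: 10 min exposure at 25 °C with rotation, no wash. Measured by: flow cytometric JC-1 green MFI at 530 nm. Read-out: percent efflux inhibition, scaled nicardipine 100% to DMSO 0%. Control set: nicardipine and DMSO wells.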
Bim-Bfl-1 = inhibitors of Bim-Bfl-1 interaction, human | 190,000 compounds, 0.12% hits | AID 1008 | Bead-based flow cytometry, Bim-Bfl-1 binding inhibition | Q16548 | inhibition, % at 10 µM;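 note: 0% = wells without compound plus tracer and 100% = blocker peptide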
Bim-Bcl-2 = human Bim-Bcl-2 interaction inhibition. P10415. Bead-based flow cytometry, Bim peptide-Bcl-2 binding. inhibition, % at 10 µM. 190,000 compounds, 0.06% hits. AID 950; in the data active = inhibition above about 40%; inconclusive = no clear call, values can overlap the other calls;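 note: 0% = no compound wells with probe peptide and 100% = reference peptide inhibitor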
Target sequence (P10415 whole entry, looked up): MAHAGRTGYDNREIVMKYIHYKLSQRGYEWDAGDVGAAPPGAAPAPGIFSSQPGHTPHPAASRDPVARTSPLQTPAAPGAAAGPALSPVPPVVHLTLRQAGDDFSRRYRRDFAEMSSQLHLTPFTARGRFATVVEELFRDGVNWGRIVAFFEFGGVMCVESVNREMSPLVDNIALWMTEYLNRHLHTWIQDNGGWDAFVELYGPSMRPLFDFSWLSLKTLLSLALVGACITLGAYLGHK
RGS4-Gao reg = human RGS4-Galphao interaction regulation | Multiplexed bead flow cytometry, RGS4-Galphao binding; actives lie on both sides | binding response (% of control), % at 10 µM | AID 1415 | 220,000 compounds, 0.33% hits; in the data active = binding response below about 49% or above about 150%; inactive = in between;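 note: fluorescent Galphao activated with aluminum fluoride binding bead-coupled RGS4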
Bcl-XL Bim block = human Bim-Bcl-XL interaction inhibition | Bim peptide-Bcl-XL binding, bead flow cytometry, fluorescence | inhibition, % at 10 µM | 190,000 compounds, 0.04% hits | AID 1007
Target sequence (Q07817 whole entry, looked up): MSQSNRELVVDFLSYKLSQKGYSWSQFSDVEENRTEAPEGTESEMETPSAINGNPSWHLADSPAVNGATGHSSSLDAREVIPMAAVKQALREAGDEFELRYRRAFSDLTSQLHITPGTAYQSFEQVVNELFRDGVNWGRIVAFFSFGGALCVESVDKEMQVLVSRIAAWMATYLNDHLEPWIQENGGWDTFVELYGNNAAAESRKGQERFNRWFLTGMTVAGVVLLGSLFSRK
ABCB1 block = human ABCB1 inhibition, ABCG2 as counter-screen; 190,000 compounds, 0.067% hits; inhibition, % at 6.6 µM; CCRF-Adr cells, JC-1 efflux, flow cytometry; P08183; in the data active = inhibition above about 40%;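 note: 0% = vehicle and 100% = reference inhibitor; higher value means more JC-1 retained so stronger ABCB1 efflux block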
An asterisk follows results filed as active; ? = inconclusive; & = joins results of further samples. Cut-off read from the data, not from the text of the source, unless noted: active = inhibition above about 40%.

Every second line gives: Bcl-B Bim block	Bcl-W Bim block	RGS7-Gao reg	Bim-Mcl-1	RGS8-Gao reg	ABCG2 block	Bim-Bfl-1	Bim-Bcl-2	RGS4-Gao reg	Bcl-XL Bim block	ABCB1 block
COc1ccc(/C=C/CN2CCN(Cc3ccc(C)cc3)C(CCO)C2)cc1 (stereo unspecified)
→ -5.0	-7.0	107.6	-4.0	108.2	2.7	-4.0	-1.0	106.3	-3.0	0.7
COc1ccc(N(CC(=O)N2CCc3ccccc32)S(=O)(=O)c2c(C)nn(C)c2C)cc1
→ -7.0	0.0	101.6	2.0	99.2	9.8	-10.0	-4.0	102.3	0.0	3.9
COc1ccc(NC(=S)NCc2ccco2)cc1
→ -8.0	0.0	98.2	-1.0	99.8	2.0	-9.0	-8.0	101.5	-6.0	0.5
COc1cnc(-c2ccccn2)nc1Sc1cccc(Cl)c1
→ -3.0	1.0	101.0	1.0	103.2	7.3	-10.0	-5.0	100.8	0.0	0.6
COc1cc(OC)c(OC)cc1CN(C)CCc1ccccn1
→ -6.0	-1.0	88.4	1.0	89.3	0.8	-14.0	-10.0	89.2	5.0	0.3
CCc1cccc(NC(=O)Nc2ccc3c(c2)OCO3)c1
→ -2.0	-3.0	95.5	-1.0	101.3	4.9	-2.0	1.0	97.2	-1.0	0.0
CCOc1ccc(CCNC(=O)COC(=O)c2ccccc2O)cc1OCC
→ -8.0	-3.0	?	0.0	101.0	17.3	-8.0	-6.0	100.0	-3.0	1.3
CSc1ccc(/C=N/n2c(C)nnc2C)cc1
→ 0.0	-1.0	103.0	0.0	101.4	2.4	-5.0	-3.0	99.4	-1.0	0.6
Cc1nc2ccccc2nc1N1CCCCC1
→ -2.0	-3.0	99.5	-3.0	107.0	2.7	-4.0	1.0	100.5	-1.0	0.6
O=C(CN1CCSCC1)N/N=C/c1ccccc1F
→ 0.0	0.0	97.5	0.0	100.6	3.2	0.0	3.0	85.3	2.0	0.7
N=C1C(c2ccccc2)=C(O)CN1c1ccc2c(c1)OCO2
→ -2.0	-3.0	100.8	-5.0	97.6	0.8	0.0	-4.0	103.0	-2.0	0.3
COc1ccc(CNC(=O)CS(=O)CC(=O)O)cc1OC (stereo unspecified)
→ -2.0	-2.0	?	-1.0	98.2	3.8	-7.0	-2.0	98.6	-2.0	1.3
COCCNC(=O)CCCn1c(=O)c2ccccc2n(CC(=O)NCCC2=CCCCC2)c1=O
→ -5.0	3.0	99.4	1.0	102.1	0.3	-12.0	-3.0	107.2	0.0	0.2
COC(=O)c1ccccc1NC(=S)N(Cc1ccc2c(c1)OCO2)Cc1cc2cccc(C)c2[nH]c1=O
→ -20.0	-11.0	100.6	-9.0	99.7	2.5	-21.0	-10.0	100.5	-15.0	1.5
O=C(N/N=C/c1c[nH]c2ccccc12)c1ccn[nH]1
→ 8.0	0.0	?	-1.0	99.3	1.6	3.0	3.0	101.7	0.0	0.7
O=C(COC(=O)c1c2c(nc3ccccc13)/C(=C\c1cccs1)CCC2)Nc1ccccc1
→ -8.0	-3.0	101.1	-1.0	99.0	-7.2	-1.0	-1.0	102.1	-5.0	-3.2
Cn1ccnc1C(O)c1ccccc1 (stereo unspecified)
→ -2.0	-2.0	97.7	0.0	98.6	-0.7	-4.0	-3.0	97.2	-4.0	-0.3
O=S(=O)(NCCOc1cccc2cccnc12)c1ccc(F)cc1
→ 1.0	1.0	96.5	1.0	96.5	-0.2	0.0	2.0	99.1	0.0	0.1
Cc1ccc(NC(=O)CN2C(=O)S/C(=C\c3ccc(-c4cccc(C(=O)O)c4C)o3)C2=O)cc1C
→ -1.0	5.0	98.5	4.0	102.5	-2.6	1.0	1.0	100.3	-1.0	-0.8
COC(=O)c1ccc(NC(=O)Cn2nnc3ccccc32)cc1
→ 1.0	5.0	104.1	4.0	90.6	-0.8	6.0	10.0	98.3	5.0	-1.9
COc1cc2c(cc1OC)CN(C(=O)C1(c3ccccc3)CC1)CC2
→ -3.0	0.0	100.9	-2.0	100.1	4.0	-5.0	-1.0	102.7	-5.0	0.8
CCNC(=O)/C(C#N)=C/c1c(N2CCN(Cc3ccc4c(c3)OCO4)CC2)nc2c(C)cccn2c1=O
→ -8.0	-5.0	99.2	-4.0	100.1	1.1	-12.0	-6.0	98.9	-6.0	7.6
CCOC(=O)CSc1nnc(-c2cccnc2)n1C
→ -2.0	-2.0	93.5	-2.0	99.9	-0.7	-7.0	-6.0	99.5	0.0	-0.4
CC1CN(CCCCOc2ccc3ccccc3c2)CC(C)O1 (stereo unspecified)
→ -6.0	-3.0	108.5	-3.0	98.9	1.1	-4.0	-4.0	99.3	-5.0	0.2
O=S1(=O)CC/C(=N/Nc2ccc(C(F)(F)F)cn2)c2cc(F)ccc21
→ 2.0	1.0	100.5	2.0	95.0	13.6	5.0	4.0	101.1	1.0	1.0
NC(=O)Nc1ccc(C(=O)OCC(=O)NC2CCCCC2)cc1
→ -3.0	-3.0	105.2	-4.0	103.5	4.1	-4.0	-5.0	105.5	-4.0	0.0
COc1ccccc1N1CCN(Cc2cccc(OC)c2OC)CC1
→ -7.0	0.0	97.6	-1.0	103.9	0.7	-9.0	-8.0	101.5	-4.0	0.4
CCN(CC)c1ccc(N2C(=O)C3CCCCC3C2=O)cc1[N+](=O)[O-] (stereo unspecified)
→ -1.0	0.0	97.9	-1.0	101.8	11.7	1.0	0.0	100.8	-2.0	1.8
c1ccc(N2CCOCCOCCOCCOCCOCC2)cc1
→ -2.0	-1.0	100.8	0.0	100.4	2.0	-4.0	-2.0	95.3	1.0	0.3
O=C(OCCN1C(=O)CCC1=O)c1ccc(S(=O)(=O)N2CCCCC2)cc1
→ -9.0	0.0	98.3	-1.0	100.1	0.2	-15.0	-11.0	100.3	-6.0	0.1
CCN(CCn1cccn1)Cc1cn[nH]c1-c1ccc(OC)cc1F
→ -4.0	-2.0	93.8	-3.0	100.1	4.7	-4.0	-3.0	98.5	-1.0	1.9
CCCCOc1ccc(-c2nnc(-c3ccncc3)o2)cc1
→ 0.0	0.0	102.7	-1.0	95.8	3.3	-1.0	0.0	101.3	0.0	0.5
CNc1ccc2nnc(C(F)(F)C(F)(F)C(F)(F)F)n2n1
→ 1.0	-1.0	102.3	0.0	99.2	10.0	-5.0	0.0	98.3	0.0	0.7
O=[N+]([O-])c1cc2c(cc1Br)CCN2
→ -1.0	-3.0	99.9	0.0	100.2	4.3	-3.0	-2.0	98.4	-2.0	1.1
Cc1cc(Cl)cc(Cl)c1OCCOc1cccc2cccnc12
→ 3.0	2.0	92.5	2.0	92.5	9.9	0.0	2.0	98.4	1.0	1.8
COc1ccc(N(C(=O)c2ccc(S(=O)(=O)N3CCOCC3)cc2)C2C=CS(=O)(=O)C2)cc1 (stereo unspecified)
→ -2.0	1.0	92.6	-1.0	98.6	4.4	4.0	0.0	96.9	-8.0	0.1
Cc1ccc(-n2c(SCC(=O)NCc3ccco3)nc3sc(C)c(C)c3c2=O)cc1
→ -8.0	-3.0	96.2	-6.0	97.8	4.3	-7.0	-8.0	96.6	-10.0	0.8
Cc1cc(C)c(S(=O)(=O)N(CC(=O)O)C2CCCCC2)c(C)c1
→ -1.0	0.0	105.1	0.0	102.1	0.4	-6.0	-4.0	103.2	-3.0	0.1
CN(C)c1cnn(-c2ccccc2)c(=O)c1Cl
→ -3.0	0.0	97.9	0.0	102.0	-0.3	-2.0	-1.0	99.0	-1.0	-0.2
CCOc1ccc2nc(SCc3cccc(C)c3)nc(C)c2c1
→ -9.0	-6.0	103.3	-5.0	103.7	20.6	-8.0	-4.0	103.0	-10.0	0.1
CC(=O)c1ccc(OCC(O)CN2CCN(Cc3ccc4c(c3)OCO4)CC2)cc1 (stereo unspecified)
→ -7.0	1.0	?	0.0	102.5&98.8	0.8	-8.0	-6.0	102.3&104.4	-2.0	0.2
O=C1N=C(N2CCOCC2)S/C1=C/c1cccs1
→ 0.0	1.0	99.1	0.0	99.7	-0.6	0.0	5.0	101.3	0.0	-0.3
Cc1nc2ccc3[nH]snc3c2n1
→ -7.0	1.0	93.1	0.0	96.8	18.1	-9.0	-7.0	96.0	-3.0	-0.1
Cc1ccc(NC(=O)/C(=C/c2cccs2)NC(=O)c2ccco2)cc1
→ -4.0	-5.0	95.0	-22.0	95.4	3.1	-10.0	0.0	95.5	-6.0	0.2
COc1ccc(C2CC(=O)c3cnc(NC(=O)c4cc(OC)cc(OC)c4)nc3C2)cc1 (stereo unspecified)
→ -9.0	-8.0	88.0	-9.0	94.2	3.9	-2.0	-3.0	89.2	-12.0	1.5
CC(C)CCN1CCN(Cc2cc(F)ccc2-n2cccn2)CC1CCO (stereo unspecified)
→ 1.0	0.0	?	1.0	100.8	-0.7	-4.0	-3.0	99.0	0.0	0.0
CCC1SC2=NCCN2C1(O)c1ccc(Cl)cc1 (stereo unspecified)
→ -1.0	-3.0	98.9	-1.0	96.2	1.1	-4.0	-3.0	96.0	-13.0	0.3
O=C(Cc1ccc(-n2c(=O)c3sccc3n(CC(=O)Nc3ccccc3)c2=O)cc1)NCc1ccco1
→ -1.0	0.0	97.7	-1.0	97.6	3.4	-5.0	1.0	100.0	1.0	0.5
O=C(CCc1nnc(-c2ccccc2)o1)NCc1cc(F)ccc1F
→ -4.0	-1.0	108.6	-4.0	104.2	5.1	-7.0	-5.0	106.0	0.0	0.7
CCCOC(=O)c1ccc(O)c(OC)c1
→ -5.0	-1.0	101.8	-1.0	107.7	5.4	-3.0	-2.0	107.5	0.0	0.2
NS(=O)(=O)c1ccc(NC(=S)NCc2ccccc2)cc1
→ -27.0	2.0	92.6	-9.0	99.4	-3.1	15.0	1.0	95.8	-3.0	-1.2
Cn1c(N)c(S(=O)(=O)NCc2ccc(Cl)cc2)c(=O)n(C)c1=O
→ 0.0	-2.0	93.9	-3.0	96.3	-0.4	-1.0	1.0	92.3	0.0	0.0
O=[N+]([O-])c1cc(S(=O)(=O)C(F)(F)F)ccc1Sc1nc2ccccc2s1
→ -4.0	3.0	98.5	1.0	97.6	3.5	13.0	-1.0	99.7	-1.0	0.1
Cc1cccc(NC(=O)NC(C)C(c2cccs2)N2CCOCC2)c1 (stereo unspecified)
→ -10.0	-1.0	97.9	-2.0	101.3	1.4	-12.0	-9.0	103.2	-4.0	0.2
Cn1ccnc1SCC(=O)n1c2c(c3ccccc31)CCCC2
→ -5.0	-2.0	59.9	-5.0	54.9*	9.1	-2.0	0.0	59.9	-5.0	2.7

Record cards, from the list above. Order of screens: Bcl-B Bim block, Bcl-W Bim block, RGS7-Gao reg, Bim-Mcl-1, RGS8-Gao reg, ABCG2 block, Bim-Bfl-1, Bim-Bcl-2, RGS4-Gao reg, Bcl-XL Bim block, ABCB1 block
`O=S(=O)(NCCOc1cccc2cccnc12)c1ccc(F)cc1` across the screens: 1.0, 1.0, 96.5, 1.0, 96.5, -0.2, 0.0, 2.0, 99.1, 0.0, 0.1
`CN(C)c1cnn(-c2ccccc2)c(=O)c1Cl` across the screens: -3.0, 0.0, 97.9, 0.0, 102.0, -0.3, -2.0, -1.0, 99.0, -1.0, -0.2
`CCOc1ccc(CCNC(=O)COC(=O)c2ccccc2O)cc1OCC` across the screens: -8.0, -3.0, ?, 0.0, 101.0, 17.3, -8.0, -6.0, 100.0, -3.0, 1.3
